High-throughput results (PubChem BioAssay)
All columns: NCI-60 one-dose screen, growth in % after 48 h at 10 µM unless noted; 100 = growth as untreated, 0 = no growth, -100 = all killed.
HL-60(TB): HL-60(TB) leukemia cells | AID 1794776 | 78,000 tested, 9% active; active = growth percent below 10
Starred values were filed as active, the others as inactive; & = joins results of further samples; ! = repeats disagree; [ ] = dose if it differs, or a comment. This is a subset; the hit share may differ from the screen's.

For Cc1ccsc1C(NC(=O)c1ccccc1)c1cc(Cl)c2cccnc2c1O (stereo unspecified) the results were HL-60(TB) 12.
`CCCCOc1nc2ccc(Cl)cc2cc1/C=C/C(=O)/C=C1/CC(c2cc3cc(Cl)ccc3nc2OCCCC)Nc2ccccc2N1` (stereo unspecified) gave HL-60(TB) 101.
Screening Cc1oc2c(c1C(=O)N1CC[C@@H](N)C1)C(=O)c1c(c(O)c3ccccc3c1O)C2=O returned HL-60(TB) -23*.
Screening Cc1nnc(/N=C2\NC(=O)/C(=C/c3ccc(Cl)c(Cl)c3)S2)s1 returned HL-60(TB) 111.
Screening O=C(/C=C\c1ccc(OCCCCCC[P+](c2ccccc2)(c2ccccc2)c2ccccc2)cc1)c1ccc2c(c1)OCCO2 returned HL-60(TB) -13*.
Cn1nccc1N was read as HL-60(TB) 90.
Screening CCCCC1COc2cccc3c2N1C=C/C3=C\C(=O)N(C)c1cccc(Cl)c1 (stereo unspecified) returned HL-60(TB) 99.
COc1ccc(-n2cc(-c3ccc(Cl)c(Cl)c3)[nH]c2=O)cc1OC was read as HL-60(TB) 179.
`O=C(Cn1c2ccccc2c2ccncc21)N/N=C/c1cccs1` gave HL-60(TB) 70.
Screening CCOC(=O)CC1CSC(N/N=C(/C)c2cccc(C(F)(F)F)c2)=N1 (stereo unspecified) returned HL-60(TB) 101.
CC(=O)O[C@H]1CO[C@H]2[C@@H]1OC[C@@H]2Oc1ccnc(NC2CCN(S(C)(=O)=O)CC2)n1 was read as HL-60(TB) 101.
c1ccc(-c2n(Cc3ccc4ccccc4n3)cc[n+]2Cc2ccc3ccccc3n2)cc1 was read as HL-60(TB) -33*.
Screening COc1ccc2c(c1)c(CC(=O)OCC(=O)O)c(C)n2C(=O)c1ccc(Cl)cc1 returned HL-60(TB) 103.
`O=S(OCCN1CCCC1)C(c1ccccc1)c1ccccc1` (stereo unspecified) gave HL-60(TB) 92.
For [O-][n+]1nc(Cl)ccc1Cl the results were HL-60(TB) 101.
Screening NC(=S)n1c(=O)n(-c2cccc(C(F)(F)F)c2)c(=O)c2cc(-c3ccc(F)cc3F)ccc21 returned HL-60(TB) -47*.
For CC(=O)n1c2ccccc2c2ccccc21 the results were HL-60(TB) 104.
Screening COc1ccc2[nH]cc(-c3nc(-c4c[nH]c5ncccc45)cs3)c2c1 returned HL-60(TB) 14.
Screening COC(=O)c1cccc(NC2=CC(=O)C(C)=C(C)C2=O)c1 returned HL-60(TB) 42.
O=C(Cc1c[nH]c2ccccc12)NC1=Nc2ccccc2C(=O)NN1 was read as HL-60(TB) 144.

The closing five records of the section before lead into the next.
Screening NC(=S)n1c(=O)n(-c2cccc(C(F)(F)F)c2)c(=O)c2cc(-c3ccc(F)cc3F)ccc21 returned HL-60(TB) -47*.
For CC(=O)n1c2ccccc2c2ccccc21 the results were HL-60(TB) 104.
Screening COc1ccc2[nH]cc(-c3nc(-c4c[nH]c5ncccc45)cs3)c2c1 returned HL-60(TB) 14.
Screening COC(=O)c1cccc(NC2=CC(=O)C(C)=C(C)C2=O)c1 returned HL-60(TB) 42.
O=C(Cc1c[nH]c2ccccc12)NC1=Nc2ccccc2C(=O)NN1 was read as HL-60(TB) 144.
`CCOC(=O)c1cc(C)[nH]c(=O)c1C#N` gave HL-60(TB) 121.
Screening c1ccc2c(NCCCn3ccnc3)c3oc4ccccc4c3nc2c1 returned HL-60(TB) -1.2*.
NS(=O)(=O)Oc1ccc(NC(=O)c2ccc(Cl)cc2)cc1 was read as HL-60(TB) 99.
Screening COc1cc(/C=C/C(=O)c2ccc(C)cc2)ccc1Oc1nc(NCCO)nc(N2CCOCC2)n1 returned HL-60(TB) -27*.
`C=C1C(=O)O[C@H]2[C@H]1CC/C(COC(=O)NCc1cc3ccccc3[nH]1)=C\CC[C@@]1(C)O[C@@H]21` gave HL-60(TB) -51*.
For Cn1c(=O)c2c(ncn2CC(=O)Nc2ccc(F)cc2)n(C)c1=O the results were HL-60(TB) 95.
Screening CCN(C(=O)N1CCN(c2cc3c(cc2F)c(=O)c(C(=O)O)cn3C2CC2)CC1)c1nc(-c2ccc(OC)cc2)cs1 returned HL-60(TB) 14.
COc1ccc(OC)c(C=C2C(=O)NNC2=O)c1 was read as HL-60(TB) 84.
`Cc1nc2cc(Nc3nc(Nc4ccc(F)cc4)nc(Nc4ncccn4)n3)ccc2n1Cc1ccccc1` gave HL-60(TB) 70.
For Cc1cc2c([nH]1)CSc1cc(S(=O)(=O)c3ccccc3)c(=O)[nH]c1-2 the results were HL-60(TB) 28[100 µM].
`N#Cc1ccc(OC(=O)Nc2cccc(Cl)c2Cl)cc1` gave HL-60(TB) 105.
For CCN1C(=S)N(CC)C2C1N=C(SC)N2/N=C/C=C/c1ccccc1 (stereo unspecified) the results were HL-60(TB) 75.
For CC(C)[C@H]1COC(=O)N1[C@@H]1C(=O)N([C@@H](CCC(=O)N2CCN(C3CCCC3)CC2)C(=O)N[C@@H]2CCCc3ccccc32)[C@@H]1/C=C/c1cccc(Cl)c1 the results were HL-60(TB) 5.1*.
CC1=C/C(=N/NC(N)=O)CC(C)(C)C1 was read as HL-60(TB) 102.
`CC(=O)OC[C@]1(C)CC[C@]2(C)CC[C@]3(C)C(=C2C1)C=C[C@@H]1[C@@]2(C)CCCNC(C)(C)[C@@H]2CC[C@]13C` gave HL-60(TB) 114.
For CCC(C)COCCOCCCN1C(=O)C2C3C=CC(C3)C2C1=O (stereo unspecified) the results were HL-60(TB) 96.
Screening Cn1cnc2ccccc21 returned HL-60(TB) 76.
`O=C(/C=C/c1ccccc1)c1cccc(O)c1` gave HL-60(TB) 87&72.
Screening O=S(=O)(Nc1nccs1)c1ccc(Nc2nc(-c3ccccn3)cs2)cc1 returned HL-60(TB) 103.
For CCCCOc1nc2ccccc2cc1/C=C/C(=O)/C=C(/C=C/c1cc2ccccc2nc1OCCCC)OB(F)F the results were HL-60(TB) 97.

Filtered by structure: those above with an NH in an aromatic ring.
COc1ccc(-n2cc(-c3ccc(Cl)c(Cl)c3)[nH]c2=O)cc1OC was read as HL-60(TB) 179.
Screening COc1ccc2[nH]cc(-c3nc(-c4c[nH]c5ncccc45)cs3)c2c1 returned HL-60(TB) 14.
O=C(Cc1c[nH]c2ccccc12)NC1=Nc2ccccc2C(=O)NN1 was read as HL-60(TB) 144.
`CCOC(=O)c1cc(C)[nH]c(=O)c1C#N` gave HL-60(TB) 121.
`C=C1C(=O)O[C@H]2[C@H]1CC/C(COC(=O)NCc1cc3ccccc3[nH]1)=C\CC[C@@]1(C)O[C@@H]21` gave HL-60(TB) -51*.
For Cc1cc2c([nH]1)CSc1cc(S(=O)(=O)c3ccccc3)c(=O)[nH]c1-2 the results were HL-60(TB) 28[100 µM].

(further entries)
COc1ccc(CCN2C(=O)C(C)SC2=S)cc1 (stereo unspecified) was read as HL-60(TB) 97.
`COc1ccccc1C(C)=O` gave HL-60(TB) 102&105.
Screening CC/C=C\C/C=C\C[C@H]1C/C=C2/C(=O)C=C[C@H]2C/C=C\CCC(=O)O1 returned HL-60(TB) -5.3*.
`Cn1ccc2cc(NC(=O)Cn3cc(-c4ccc(F)cc4)nn3)ccc21` gave HL-60(TB) 109.
Screening NC1CCC(Nc2nc(NCc3ccc(-c4ccco4)nc3)c3ncn(C4CCCC4)c3n2)CC1 (stereo unspecified) returned HL-60(TB) -33*.
For CC(C)(C)Nc1nc2c(OCCc3ccccc3)cccn2c1-c1cccc(F)c1 the results were HL-60(TB) -30*.
NS(=O)(=O)c1ccc(CCN2C(=O)c3ccccc3C2=O)cc1 was read as HL-60(TB) 101.
For NOC(=O)CC[C@H](N)C(=O)O the results were HL-60(TB) 109[20 µM].
For CCOC(=O)C1=C(Nc2ccc(OC)cc2)C(N)=NC1=N the results were HL-60(TB) 3.3*.
`O=C(OCc1ccccc1OC1O[C@H](CO)[C@@H](O)[C@H](O)[C@H]1O)[C@@]1(O)C(=O)C2C=CC1C1C2C=CC(=O)[C@]1(O)C(=O)OCc1ccccc1O[C@@H]1O[C@@H](CO)[C@H](O)[C@@H](O)[C@@H]1O` (stereo partly specified) gave HL-60(TB) 96.
Screening CC1(C)C2CC=C(C=C(C#N)C#N)C1C2 (stereo unspecified) returned HL-60(TB) 98.
For CCOC(=O)/C(F)=C/C1CC1CCc1ccccc1 (stereo unspecified) the results were HL-60(TB) 116.
For Cc1ccc(S(=O)(=O)Nc2ccc(Br)cc2C(=O)O)cc1 the results were HL-60(TB) 114.
CCN(c1cc(-c2ccc(CN3CCC(/C=C/S(=O)(=O)c4ccccc4)CC3)cc2)cc(C(=O)NCc2c(C)cc(C)[nH]c2=O)c1C)C1CCOCC1 was read as HL-60(TB) 23.
`N#CC1=C(N)n2nc(-c3cccnc3)nc2NC1c1ccc(F)cc1` (stereo unspecified) gave HL-60(TB) 110.
Screening O=S(=O)(Nc1ccccn1)c1ccc(Nc2nc(O)c(/C=C3\C=Nc4ccccc43)s2)cc1 returned HL-60(TB) 85.
For O=C(c1ccccc1)c1cc2ccccc2o1 the results were HL-60(TB) 101&92.
For CCOC(=O)/C(C#N)=C\c1ccc2ccccc2c1 the results were HL-60(TB) 89.
`N#C/C(=C\NCc1ccc2c(c1)OCO2)S(=O)(=O)c1ccccc1` gave HL-60(TB) 122.
`CC(=O)Nc1ccc(OC(C)=O)cc1` gave HL-60(TB) -9.0*!.
`Cc1cc(Cl)cc2c1OCOC2` gave HL-60(TB) 90.
Screening O=C1[C@H]2Cc3c([nH]c4ccccc34)[C@H](c3ccc(Cl)cc3)N2C(=O)CN1C1CCN(Cc2c(F)cccc2F)CC1 returned HL-60(TB) 116[8.33 µM].
CCOC(=O)Cc1cnn(C)c1-n1nnc2ccccc2c1=O was read as HL-60(TB) 100.
Nc1c(I)cc(I)c(C(=O)O)c1I was read as HL-60(TB) 108.
`OC(CN1CCCC1)c1ccccc1` (stereo unspecified) gave HL-60(TB) 101.
`CCCCCCC(C)OC(=O)c1ccccc1` (stereo unspecified) gave HL-60(TB) 94.
Screening O=C(Cc1ccc2c(c1)CN(C1CCC(=O)NC1=O)C2=O)NCCc1ccccc1 (stereo unspecified) returned HL-60(TB) -19*.
For COc1ccc(/C=C/c2nc(N/N=C/c3ccc(Cl)cc3)c3ccccc3n2)cc1 the results were HL-60(TB) 79.
CC(=O)N1Cc2ccccc2C(C)Cc2cc(Cl)ccc21 (stereo unspecified) was read as HL-60(TB) 111.
For CCCCCn1sc(=O)n(Cc2ccc(CNC(=O)OCc3ccc4c(Br)cc(Br)c(O)c4n3)cc2)c1=O the results were HL-60(TB) 70.
For CC(=O)[C@@H]1CC[C@]2(C(N)=O)CC[C@]3(C)[C@H](CC[C@@H]4[C@@]5(C)CCCNC(C)(C)[C@@H]5CC[C@]43C)[C@@H]12 the results were HL-60(TB) 91.
Screening O=C(Nc1ccccc1)c1cc(-n2cnc([N+](=O)[O-])c2)ccn1 returned HL-60(TB) 87.
Screening Nc1cc(F)ccc1NC(=O)c1ccc(NC(=O)C/C=C/c2cccnc2)cc1 returned HL-60(TB) 13.
Screening CC(C)(C)OC(=O)N(CCOCCO)c1ccn2ncc(-c3ccc(C(=O)O)c(O)c3)c2n1 returned HL-60(TB) 106.
Cc1nc(OCc2ccccc2)c(C#N)c2c1CCCC2 was read as HL-60(TB) 82.
`O=C(N/N=C/[C@@H](O)[C@H](O)[C@H](O)CO)c1ccc(NC(=O)c2cccnc2)cc1` gave HL-60(TB) 99.
For CCCCN1C(=O)c2cccc3c(OC)cc(/C=C/C(=O)OCC)c(c23)C1=O the results were HL-60(TB) 103.
Cc1cccc(C)c1N1C(=O)CC(Sc2ccccc2N)C1=O (stereo unspecified) was read as HL-60(TB) 103.
CC(C)C(NC=O)C(=O)O (stereo unspecified) was read as HL-60(TB) 87.
`C[C@](O)(Cn1cc(C#N)cn1)C(=O)Nc1cnc(C#N)c(C(F)(F)F)c1` gave HL-60(TB) 97.
O=C1C(=O)N(CCCCn2cc(CN(Cc3ccccc3)Cc3ccccc3)nn2)c2ccccc21 was read as HL-60(TB) 89.
`COc1ccc(-c2csc(C3=C(O)CN(C(C)C)C3=N)n2)cc1OC` gave HL-60(TB) 76.
`CN(C)CCCOc1c2ccccc2nc2c1oc1ccc(Cl)cc12` gave HL-60(TB) 9.1*.
`N#CCC(=O)NNS(=O)(=O)c1ccc(Cl)cc1` gave HL-60(TB) 99.
CCN1CCN(CC(=O)Nc2cccc(-n3cc(-c4ccncc4)c(-c4ccc(Cl)c(OC)c4)n3)c2)CC1 was read as HL-60(TB) 91.
C=C(C)[C@@H]1CC[C@]2(COP(=O)(OCC)OCC)CC[C@]3(C)[C@H](CC[C@@H]4[C@@]5(C)CCCNC(C)(C)[C@@H]5CC[C@]43C)[C@@H]12 was read as HL-60(TB) -56*.
`O=C(NCCN1CCOCC1)n1cc(-c2ccncc2)c(-c2cc(O)cc(Cl)c2)n1` gave HL-60(TB) 74.
`COc1ccc(C2=NN(C(C)=O)C(c3cccc(NS(C)(=O)=O)c3)C2)cc1` (stereo unspecified) gave HL-60(TB) 93.
O=c1[nH]nc(Cn2nc(-c3ccccc3)ccc2=O)o1 was read as HL-60(TB) 101.
`O=C(CC(=O)c1ccccn1)c1ccccc1` gave HL-60(TB) 84.
O=C(O)c1ccccc1-c1ccc([N+](=O)[O-])cc1Cl was read as HL-60(TB) 92.
`COc1ccc2nc(NCN3N=C(C)CC3=O)sc2c1` gave HL-60(TB) 93.
For COC(=O)C(CC(=O)c1ccccc1)C(c1ccccc1)[N+](=O)[O-] (stereo unspecified) the results were HL-60(TB) 95.
COC12CCCC3(OCCO3)C1C(Cl)C2Cl (stereo unspecified) was read as HL-60(TB) 104.
For Cc1nc2ccccc2c(=O)o1 the results were HL-60(TB) 84.
Screening c1ccc(Cc2cccc[n+]2C(c2ccccc2)c2ccccc2)cc1 returned HL-60(TB) 4.6*.

Taken from the listing, four compounds:
`N#CCC(=O)NNS(=O)(=O)c1ccc(Cl)cc1` gave HL-60(TB) 99.
CCN1CCN(CC(=O)Nc2cccc(-n3cc(-c4ccncc4)c(-c4ccc(Cl)c(OC)c4)n3)c2)CC1 was read as HL-60(TB) 91.
C=C(C)[C@@H]1CC[C@]2(COP(=O)(OCC)OCC)CC[C@]3(C)[C@H](CC[C@@H]4[C@@]5(C)CCCNC(C)(C)[C@@H]5CC[C@]43C)[C@@H]12 was read as HL-60(TB) -56*.
`O=C(NCCN1CCOCC1)n1cc(-c2ccncc2)c(-c2cc(O)cc(Cl)c2)n1` gave HL-60(TB) 74.
